APP 5'UTR act: APP 5'UTR luciferase reporter activation. SH-SY5Y APP 5'UTR luciferase reporter, luminescence; zero percent = DMSO vehicle wells. activation, % at 2 µM. actives 1% (n = 190,000);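 active = activation above a set limit, based on mean plus 3 SD of controls, cut at about 140% in these data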; note: values of inactives mirror those of a sister screen read the other way
FLuc act counter: firefly luciferase counter-screen for stimulation assays; activation factor at 10 µM; ATPlite luciferase biochemical, luminescence, 10 min; 0 = ATP-free wells, 1 = DMSO control; 200,000 tested, under 10 active;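 active = luciferase activation factor, scaled between plate controls, of at least 2 with compound at 10 µM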
Target sequence (P08659 whole entry, looked up): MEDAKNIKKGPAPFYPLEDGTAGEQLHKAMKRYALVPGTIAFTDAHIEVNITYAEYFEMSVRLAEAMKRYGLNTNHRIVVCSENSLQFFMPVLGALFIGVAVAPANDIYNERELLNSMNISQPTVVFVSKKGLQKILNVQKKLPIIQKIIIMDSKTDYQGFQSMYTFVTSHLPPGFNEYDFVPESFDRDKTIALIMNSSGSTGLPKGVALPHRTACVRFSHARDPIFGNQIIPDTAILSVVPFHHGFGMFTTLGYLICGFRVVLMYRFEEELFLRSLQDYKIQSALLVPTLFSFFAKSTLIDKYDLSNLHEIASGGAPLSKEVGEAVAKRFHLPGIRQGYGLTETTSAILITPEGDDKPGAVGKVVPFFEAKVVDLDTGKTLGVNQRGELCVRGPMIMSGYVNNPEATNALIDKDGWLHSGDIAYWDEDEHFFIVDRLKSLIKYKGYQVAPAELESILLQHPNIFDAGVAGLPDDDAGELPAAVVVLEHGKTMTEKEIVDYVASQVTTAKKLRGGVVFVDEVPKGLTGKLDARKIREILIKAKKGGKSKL
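Assay system: Luciferase/luciferin reagent mix; Medium: PBS as buffer for the ATP substrate; Dosing: test compounds dosed from 2 mM stocks in 100% DMSO; Times: 10 min, room temperature; Signal: luminescence from luciferase reaction; Read-out: luciferase activation; Controls: No-ATP low control, compound-free enzyme-plus-ATP high control.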
TNAP act hiacc: increases human TNAP activity under high phosphate acceptor concentration | P05186 | purified TNAP, CDP-star luminescence, 1 M DEA, 30 min; active compounds read high; 0 = EDTA background, 1 = DMSO-only activity | activation factor at 20 µM | 200,000 tested, under 10 active | AID 1136;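 active = activation factor at least 2 at 20 µM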
Target sequence (P05186 whole entry, looked up): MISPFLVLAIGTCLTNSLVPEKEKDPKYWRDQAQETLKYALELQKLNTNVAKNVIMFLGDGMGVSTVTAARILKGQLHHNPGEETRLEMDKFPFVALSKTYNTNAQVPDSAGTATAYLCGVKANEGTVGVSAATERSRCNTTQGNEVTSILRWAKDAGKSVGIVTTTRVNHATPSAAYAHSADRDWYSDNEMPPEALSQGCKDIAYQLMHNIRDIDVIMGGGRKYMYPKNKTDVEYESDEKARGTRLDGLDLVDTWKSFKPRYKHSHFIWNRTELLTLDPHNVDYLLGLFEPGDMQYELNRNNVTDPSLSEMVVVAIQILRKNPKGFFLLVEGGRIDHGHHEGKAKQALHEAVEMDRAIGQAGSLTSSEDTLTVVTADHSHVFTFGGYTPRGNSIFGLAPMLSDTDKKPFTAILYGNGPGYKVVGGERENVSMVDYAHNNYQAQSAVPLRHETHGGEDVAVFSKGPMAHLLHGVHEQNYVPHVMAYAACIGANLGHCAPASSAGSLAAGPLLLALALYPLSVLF
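Assay system: human TNAP; Input: enzyme diluted 1/800 final; Reagent: CDP-star luminogenic substrate at 100 µM final; Timing: 30 min, room temperature; Signal: luminescence; Evaluation: TNAP activation factor scaled between EDTA and DMSO control wells.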
PMI act: activators of human phosphomannose isomerase | P34949 | purified human PMI, coupled resazurin fluorescence, 20 min; active compounds read high; 1 = vehicle control, 0 substrate-free wells | activation factor at 20 µM | actives 0.005% (n = 190,000) | AID 1214;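 active = activation factor of 2 or more at 20 µM, relative to plate controls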
FLuc inh counter: inhibits firefly luciferase, flagging false hits in luciferase inhibition screens | P08659 | ATPLite firefly luciferase biochemical luminescence, 10 min | inhibition, % at 10 µM | actives 1.5% (n = 200,000) | AID 1006;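 active = inhibition above about 50% when tested at 10 µM, limit read from the data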
PMI act satM6P: activators of human phosphomannose isomerase at near-saturating mannose 6-phosphate; P34949; activation factor at 20 µM; actives 0.34% (n = 190,000); coupled PMI enzyme assay, resazurin fluorescence, 20 min; active compounds read high; 1 = untreated enzyme, 0 = substrate-free blank;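 active = activation factor of 2 or more at 20 µM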
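Test system – human PMI in coupled enzyme assay · Timing – 20 min incubation at room temperature · Detection – Diaphorase-driven resazurin-to-resorufin fluorescence, excitation 544, emission 590 nm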
NF-kB expr up: NF-kB expression increase, human neuronal cells | actives 1.6% (n = 190,000) | fold change at 12.5 µM | AID 1239 | NF-kB reporter expression; active compounds read high; in the data active = fold change above about 3.3
TNAP inh noacc: inhibitors of human TNAP without phosphate acceptor | purified TNAP, CDP-star luminescence, 30 min | actives 0.26% (n = 200,000) | inhibition, % at 20 µM | P05186 | AID 1012;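 active = tissue-nonspecific alkaline phosphatase inhibition above about 50% at 20 µM in the single-dose screen, limit read from the data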;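 note: 0% = DMSO negative control and 100% = EDTA positive control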
bIAP activator: intestinal alkaline phosphatase (bovine) activation | actives 0.17% (n = 200,000) | purified bovine IAP, CDP-star luminescence, 30 min; active compounds read high; fold of DMSO-control signal, blank-subtracted | activation factor at 20 µM | AID 1016;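 active = activation factor of 2 or more at 20 µM, a signal rise over negative controls twice the positive control's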
TNAP inh hiacc: blocks human TNAP under high phosphate acceptor concentration; P05186; purified TNAP, CDP-star luminescence, 1 M DEA; inhibition, % at 20 µM; actives 0.03% (n = 200,000); AID 1135;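 active = over 50% inhibition of tissue-nonspecific alkaline phosphatase at 20 µM in the single-dose screen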;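 note: plate controls were DMSO wells for no effect and EDTA-quenched wells as full inhibition for full effect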
* marks the source's active call; other numbers are inactive results; x = no result given.

SMILES	APP 5'UTR act	FLuc act counter	TNAP act hiacc	PMI act	FLuc inh counter	PMI act satM6P	NF-kB expr up	TNAP inh noacc	bIAP activator	TNAP inh hiacc
Cc1ccc2c(c1)nc(NCCO)n2C	9	1	1	1	-1	0.9	1.2	-8	1	0
Cc1[nH]ccc(=O)c1OCc1ccccc1	16	1	1	0.9	-2	0.9	1	-8	1	-3
C=CCn1c(SCn2nnc3ccccc3c2=O)nnc1-c1ccc(Cl)cc1	-37	1	1.1	1.2	-4	1.1	1.1	-12	1	-5
O=C1CCCc2ccccc2N1Cc1ccc(Cl)cc1Cl	11	1	1	0.9	-3	0.9	0.86	-7	0.9	3
COc1ccccc1C(=O)NCCn1cc(SCC(=O)Nc2nnc(C)s2)c2ccccc21	-10	1	1	1	-2	0.9	0.67	-2	1	-5
CC1CCN(CC(=O)Nc2ccc(Cl)cc2[N+](=O)[O-])CC1	20	1	1	1	-3	1	1.1	-8	0.8	-4
O=C(NCc1ccccc1)NC1(C(=O)N2CCCC2)CCCCC1	9	1	1.1	1	-3	1	1.4	-14	1	-8
Cc1cccc2sc(N(CCCN(C)C)C(=O)c3ccco3)nc12	16	1	1	1	-4	0.9	0.86	-6	1	-4
Cc1ccc2[nH]c(=O)c(C(c3nnnn3C(C)(C)C)N(Cc3ccco3)CC3CCCO3)cc2c1 (configuration not stated)	-8	1	1	1.1	-1	1	1.1	-5	0.9	-2
Cc1noc(NS(=O)(=O)c2ccc(NC(=O)CCn3c(=O)oc4ccccc43)cc2)c1C	-12	1	1	0.9	-1	0.9	0.96	-9	1	-2
O=C(CNC(=O)C1CCCCC1)Nc1ccc(F)c(Cl)c1	11	1	1	1.1	-2	1	0.95	-12	1	-2
COc1cc(C(=O)NCCCN(C)C)ccc1OCC(=O)Nc1cccc(C(F)(F)F)c1	8	1.1	1.1	1	-9	1	1	-12	1.1	-7
Cc1ccc(-c2nc(N)c3c(-c4ccc(C)cc4)nn(C(C)(C)C)c3n2)cc1	5	1.1	1	0.9	-6	0.9	1.5	4	1	-3
COc1ccc(-c2nc3cc([N+](=O)[O-])ccc3o2)cc1	170*	0.7	1	1	29	1	5.2*	-4	0.8	-4
Cc1nn(C)cc1C(C(=O)NC1CCCCC1)N(Cc1ccccc1Cl)C(=O)c1cnccn1 (configuration not stated)	5	1	1.1	0.8	0	0.9	1.4	-5	1	-6
Cc1ccc(C(c2nnnn2C2CCCCC2)N2CCc3ccccc32)cc1 (configuration not stated)	12	1.1	1.1	0.9	-8	1	0.71	-10	1	-5
COCCn1c(COc2ccc(OC)cc2)nc2ccccc21	14	0.8	1.1	1	20	1	1.5	-10	1.1	-9
COc1cc(CN2CCN(c3ccc(C)cc3)CC2)cc([N+](=O)[O-])c1O	0	1	0.9	0.9	-3	0.9	1.3	6	0.8	10
CCC(=O)N1CCN(c2cc(C)ccc2C)CC1	14	1	1	0.9	0	1	0.75	-8	1.1	-2
COc1ccccc1N1CCN(C(=O)c2cc3c(s2)CCC3)CC1	-5	1	1	1	0	1	1.1	-10	1	-4
Cc1ccc(CNc2ccc3c(c2)ncn3C(C)(C)C)cc1	165*	0.9	1	0.8	7	0.7	2.9	15	1.4	-1
COCCN(CCOC)C(=O)Nc1ccc(Cl)cc1	5	1	1	0.9	-2	1	1.3	-12	1.2	-4
CCN(CC)S(=O)(=O)c1ccc2oc(C(=O)N3CCOCC3)c(C)c2c1	-1	1	1	1.1	3	1.1	1.3	-6	1	4
O=C(O)CCNS(=O)(=O)c1ccc2c(c1)CCCC2	-5	1	1.1	1	-2	0.9	1	-10	1.3	-8
CCN1CCN(C(c2cc3cc4c(cc3[nH]c2=O)OCO4)c2nnnn2C(C)(C)CC)CC1 (configuration not stated)	-14	1	1	1	4	1	1.3	-7	1	-1
Cc1cccc2sc(N(CCCN(C)C)C(=O)c3ccc(Cl)s3)nc12	13	1	1	1.2	2	1.2	0.9	-5	1	-1
Cc1cc(=O)oc2cc(OCCSc3nnc(-c4ccccc4)o3)ccc12	-15	1	1	0.9	-2	0.9	0.93	-13	1.1	1
O=[N+]([O-])c1ccccc1OCCCNCc1ccccc1	3	1.1	1.1	1.2	-8	1.2	1.1	-4	0.7	-5
CC1=CC(=C(C#N)C#N)C=C(C)N1Cc1ccccc1	3	1.1	1	1.1	-6	1	1.2	-18	1.1	-4
Cc1cc(C)c(S(=O)(=O)c2ccccc2C)c(Cl)n1	1	1.1	1	0.9	-6	1	1	-10	1	-4
COc1ccccc1C1CC(c2ccc(NS(C)(=O)=O)cc2)=NN1C(=O)c1ccccc1 (configuration not stated)	18	1	1	0.8	-1	0.8	0.99	-5	1	0
CCOc1cc(/C=N/Nc2nc(=O)[nH]nc2C)ccc1O	2	1	0.9	1	0	1	1	-55	1.1	8
CS(=O)(=O)N(CC(=O)NCc1ccco1)Cc1ccc(Cl)cc1	-5	1	1.1	1	-3	1.1	1.2	-23	1.1	-6
Cc1ccc(/C=N\NC(=O)CCc2n[nH]c(=O)[nH]c2=O)o1	-4	1.1	1	1.1	-5	1.1	1.1	-19	1	-3
CCOc1ccc(CCNC(=O)COC(=O)Cn2cnc3ccccc3c2=O)cc1OCC	-21	1.1	1.1	1	-8	1	1.1	-16	1.1	-6
Cc1ccc([N+](=O)[O-])c(OCCn2cnc3ccccc32)c1	18	1	1	0.9	-4	0.9	1	4	1	-2
CCOC(=O)c1cccc(NC(=O)CCc2nc(-c3ccccc3F)no2)c1	2	1	1	0.8	-3	0.9	1.1	-3	1	-5
NNC(=S)Nc1ccccc1Cl	114	1.1	1	0.9	-9	0.9	1	-18	0.9	-3
Cc1ccc(C)c(N2CCN(C(=O)C3CCCCN3S(=O)(=O)c3ccc(F)cc3)CC2)c1 (configuration not stated)	6	1	1	0.8	-3	0.9	1.1	-2	1	-1
CCOC(=O)c1cnn(-c2nc(-c3ccccc3)cs2)c1C(F)(F)F	2	1	1	0.8	-2	0.8	0.68	-6	0.9	-4
O=C(NCCc1nc2ccccc2[nH]1)c1ccco1	2	1	1.1	1	-5	1.1	1.4	-11	0.8	-6
Cc1cc(N/N=C/c2ccc(O)c(C)c2O)nc(-c2ccccc2O)n1	-43	0.9	0.9	0.8	6	0.7	0.39	-164	1	10
Cc1ccc(CNC(=O)/C=C/c2cccs2)cc1	-5	0.9	1	1	6	1	1.6	-6	0.8	-1
Cc1[nH]c2ccccc2c1C1(O)C(=O)N(Cc2ccc3c(c2)OCO3)c2ccccc21 (configuration not stated)	15	1	1	0.8	-3	0.7	3.3*	-1	1	0
COc1ccc(Cn2c(=O)[nH]c3cc(C(=O)NCCCN4CCCC4)ccc3c2=O)cc1	-6	1.1	1	0.9	-5	0.9	0.96	-1	0.9	-2
CCn1c(SCC(=O)NC(=O)NC(C)(C)C)nc2ccccc21	22	1	1	0.9	-2	0.9	0.92	6	1.1	-2
Cc1ccc(COc2ccc(Br)cc2/C=N/O)cc1	78	1.1	1.1	0.8	-6	0.8	3.1	-5	0.9	-5
COc1ccc2nc(SCCN(C)C)[nH]c2c1	14	1	1.1	x	-4	x	1.1	-10	1	-6
CC(C)CN(C(=O)CN1CCN(c2ccccc2O)CC1)c1c(N)n(CC(C)C)c(=O)[nH]c1=O	-17	1.1	1	0.8	-6	0.6	0.99	4	1	2
CN1C(=O)NC(c2ccccc2)C2=C1CN(Cc1ccco1)C2=O (configuration not stated)	15	1	1	1.1	0	1	1.1	-7	1	-3

Next part
SMILES	APP 5'UTR act	FLuc act counter	TNAP act hiacc	PMI act	FLuc inh counter	PMI act satM6P	NF-kB expr up	TNAP inh noacc	bIAP activator	TNAP inh hiacc
C/C(=N/OC(=O)c1c(-c2c(Cl)cccc2Cl)noc1C)c1cnccn1	-17	1.1	1	0.9	-6	0.8	1.6	-3	0.9	-2
CCCc1nc2ccccc2c(=O)n1NC(=O)c1c(O)c2ccccc2n(C)c1=O	16	1.1	1	0.9	-8	1	0.89	1	1	-2
O=C(CCl)N=c1sccn1Cc1ccc(Cl)cc1Cl	-8	1	1	1.2	-1	1.1	0.29	-12	1	1
Clc1ccc(Nc2ncn[nH]2)cc1	5	1	1	1	-5	1	1.2	-4	0.9	-3
O=C(NCCCN1CCOCC1)c1sc2ccccc2c1Cl	20	1	1.1	0.9	-1	0.9	1.6	-9	1.1	-7
COC(=O)Cc1c(C)nc2nc(NCc3ccccc3OC)[nH]n2c1=O	9	1.1	1.1	0.9	-8	1	0.96	0	1	-6
CC(=O)c1cnc(SCc2ccc(Cl)cc2)nc1C	10	1.1	1	1	-5	1	4.7*	-2	0.9	-4
O=C(CCc1nc(-c2ccccc2)no1)NCc1ccco1	-4	1	1	1.1	-4	1	0.9	-5	1	-4
CCC(c1nnnn1CCc1ccccc1)N(Cc1ccco1)Cc1cc2c(C)ccc(C)c2[nH]c1=O (configuration not stated)	8	1	1.1	1	-3	0.9	0.67	-11	1.1	-5
O=S1(=O)C=C(Oc2ccc3ccccc3c2)c2ccccc21	9	1	1	0.9	-2	0.9	1.1	-8	0.9	-3

Single records, as listed above:
C/C(=N/OC(=O)c1c(-c2c(Cl)cccc2Cl)noc1C)c1cnccn1 in the list: APP 5'UTR act: -17; FLuc act counter: 1.1; TNAP act hiacc: 1; PMI act: 0.9; FLuc inh counter: -6; PMI act satM6P: 0.8; NF-kB expr up: 1.6; TNAP inh noacc: -3; bIAP activator: 0.9; TNAP inh hiacc: -2
CC(=O)c1cnc(SCc2ccc(Cl)cc2)nc1C in the list: APP 5'UTR act: 10; FLuc act counter: 1.1; TNAP act hiacc: 1; PMI act: 1; FLuc inh counter: -5; PMI act satM6P: 1; NF-kB expr up: 4.7*; TNAP inh noacc: -2; bIAP activator: 0.9; TNAP inh hiacc: -4
CCC(c1nnnn1CCc1ccccc1)N(Cc1ccco1)Cc1cc2c(C)ccc(C)c2[nH]c1=O (configuration not stated) in the list: APP 5'UTR act: 8; FLuc act counter: 1; TNAP act hiacc: 1.1; PMI act: 1; FLuc inh counter: -3; PMI act satM6P: 0.9; NF-kB expr up: 0.67; TNAP inh noacc: -11; bIAP activator: 1.1; TNAP inh hiacc: -5

Fetched one by one from the entries so far:
SMILES	APP 5'UTR act	FLuc act counter	TNAP act hiacc	PMI act	FLuc inh counter	PMI act satM6P	NF-kB expr up	TNAP inh noacc	bIAP activator	TNAP inh hiacc
CC1CCN(CC(=O)Nc2ccc(Cl)cc2[N+](=O)[O-])CC1	20	1	1	1	-3	1	1.1	-8	0.8	-4
O=C(O)CCNS(=O)(=O)c1ccc2c(c1)CCCC2	-5	1	1.1	1	-2	0.9	1	-10	1.3	-8
O=S1(=O)C=C(Oc2ccc3ccccc3c2)c2ccccc21	9	1	1	0.9	-2	0.9	1.1	-8	0.9	-3

New compounds follow:
SMILES	APP 5'UTR act	FLuc act counter	TNAP act hiacc	PMI act	FLuc inh counter	PMI act satM6P	NF-kB expr up	TNAP inh noacc	bIAP activator	TNAP inh hiacc
O=C(O)c1sc2cccc(Cl)c2c1Cl	2	1	1	x	-3	x	0.91	0	1.1	2
Cc1c(N=C2N=C(NC(=O)c3cccs3)c3ccccc32)c(=O)n(-c2ccccc2)n1C	-20	1	0.8	1	0	1.1	0.44	30	0.8	21
CCOc1ccccc1NC(=O)CSCC(=O)Nc1ccccc1	11	1	1	1	-2	1.1	1.1	-10	0.8	3
Cc1cc2ccccn2c1C(=O)c1ccc(S(=O)(=O)N(C)C)cc1	1	1	0.9	1.1	-2	1	0.91	1	0.9	5

Source: PubChem
